Mac1 fbg inh: inhibitors of CD11b/CD18 adhesion to fibrinogen, primary screen, K562 cells, luminescence; Integrin beta-2 (Homo sapiens) + Integrin alpha-M (Homo sapiens), P05107+P11215; ATPlite luminescence; Mn2+ added to activate the integrin; inhibition, % at 10 µM; 93,000 tested, 0.54% active; AID 1497, 2009;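 active = primary inhibition of 50% or more at 10 µM, then 40% or more on retest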; note: some results filed as inactive read as strong as hits
MT1-MMP txn act: MT1-MMP promoter reporter activation – cell-based, luciferase luminescence, primary screen; HT1080 MT1-MMP promoter luciferase reporter, overnight; active compounds read high; activation factor at 10 µM; 86,000 tested, 0.16% active;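 active = activation factor of at least 2 for MT1-MMP transcription at 10 µM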
ERb coact inh: inhibitors of ERβ-SRC1 coactivator interaction, primary screen, biochemical, TR-FRET, ERβ LBD, SRC-1 peptide. Estrogen receptor beta (Homo sapiens), Q92731. TR-FRET ER-beta LBD / SRC1-Cy5 peptide binding; receptor agonist-loaded with 1 µM estradiol. inhibition, % at 25.6 µM. 86,000 tested, 1.3% active. AID 633, 2007;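 active = compounds whose percent inhibition of the receptor-coactivator binding signal exceeds about 50% in the single-dose screen, limit read from the data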;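 note: 0% = receptor plus peptide wells without compound and 100% = peptide-only wells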
Mac1 fbg enh: enhancers of CD11b/CD18 adhesion to fibrinogen, primary screen, K562 cells, luminescence | 93,000 tested, 0.07% active | ATPlite luminescence | activation, % at 10 µM | Integrin beta-2 (Homo sapiens) + Integrin alpha-M (Homo sapiens), P05107+P11215;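 active = 10 µM primary screen giving 50% or more activity, confirmed by 40% or more on retest at that dose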; note: strong numbers were not always called active; reference of the scale not given here
Ecoli WT expand: growth inhibitors of wild-type E. coli, primary screen, strain BW25113, expanded library, OD600 | OD600 absorbance | growth inhibition, % at 100 µM | 98,000 tested, 0.15% active | AID 710, 2007;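 active = growth inhibition above about 50% at one test dose, limit read from the data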;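 note: growth measured after 20 h incubation at 37 °C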
ERa coact pot: enhancers of ERα–SRC-1 coactivator binding, primary screen, biochemical, TR-FRET, ERα LBD, low estradiol; Estrogen receptor (Homo sapiens), P03372; TR-FRET ERalpha-LBD/SRC-Cy5 coactivator binding, 2 h; 100 = basal binding, no effect; coactivator binding (% of control), % at 25.6 µM; 86,000 tested, 1.3% active; AID 639, 2007; in the data active = activity above about 200%;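 note: binding measured in presence of low estradiol as agonist stimulus; 0% = peptide alone without receptor and 100% = receptor with peptide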
ERa coact inh: ERα–SRC-1 coactivator interaction inhibitors, primary screen, biochemical, TR-FRET, ERα LBD, estradiol-bound | Estrogen receptor (Homo sapiens), P03372 | TR-FRET ER-alpha LBD / SRC-1 peptide | inhibition, % at 25.6 µM | 86,000 tested, 1.7% active | AID 629, 2007; in the data active = inhibition above about 50%;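 note: 0% = receptor plus peptide control and 100% = peptide only without receptor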
FAK inh: FAK kinase inhibitors, primary screen, biochemical; inhibition, %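 (tested at 7 µM)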; 97,000 tested, 0.84% active; Focal adhesion kinase 1 (Homo sapiens), Q05397; biochemical FAK kinase activity assay; in the data active = inhibition above about 19%;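 note: 0% = DMSO and 100% = reference compound high control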
Target sequence (Q05397 whole entry, looked up): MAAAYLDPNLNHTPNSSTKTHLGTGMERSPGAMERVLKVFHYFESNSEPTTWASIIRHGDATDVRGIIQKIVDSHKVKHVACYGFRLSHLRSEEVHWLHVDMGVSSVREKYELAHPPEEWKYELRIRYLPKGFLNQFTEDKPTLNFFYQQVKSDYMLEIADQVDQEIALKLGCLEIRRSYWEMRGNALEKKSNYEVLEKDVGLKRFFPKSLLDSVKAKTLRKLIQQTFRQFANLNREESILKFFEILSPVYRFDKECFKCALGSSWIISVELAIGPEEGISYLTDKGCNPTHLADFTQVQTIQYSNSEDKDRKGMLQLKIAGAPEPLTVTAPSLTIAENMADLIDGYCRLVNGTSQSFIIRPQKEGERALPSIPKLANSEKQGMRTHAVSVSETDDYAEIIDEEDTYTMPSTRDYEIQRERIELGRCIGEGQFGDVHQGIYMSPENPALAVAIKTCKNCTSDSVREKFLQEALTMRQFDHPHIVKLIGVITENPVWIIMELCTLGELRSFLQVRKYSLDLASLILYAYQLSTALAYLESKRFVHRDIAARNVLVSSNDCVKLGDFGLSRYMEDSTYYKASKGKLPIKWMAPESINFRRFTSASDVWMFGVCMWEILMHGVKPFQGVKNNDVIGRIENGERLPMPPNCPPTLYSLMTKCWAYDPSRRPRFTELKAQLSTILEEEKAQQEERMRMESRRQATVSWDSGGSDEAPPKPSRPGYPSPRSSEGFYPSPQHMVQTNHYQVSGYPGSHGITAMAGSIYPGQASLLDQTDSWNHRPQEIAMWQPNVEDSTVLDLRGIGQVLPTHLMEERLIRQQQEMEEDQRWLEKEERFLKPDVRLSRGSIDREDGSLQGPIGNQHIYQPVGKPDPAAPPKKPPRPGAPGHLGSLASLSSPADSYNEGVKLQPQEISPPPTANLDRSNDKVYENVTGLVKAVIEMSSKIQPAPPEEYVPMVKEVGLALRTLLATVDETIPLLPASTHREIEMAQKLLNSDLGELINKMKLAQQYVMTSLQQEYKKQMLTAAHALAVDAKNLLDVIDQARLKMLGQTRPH
PLAP activator: PLAP enzyme activators, biochemical, luminescence, HTS; Alkaline phosphatase, placental type (Homo sapiens), P05187; purified PLAP enzyme, luminescent substrate read-out; active compounds read high; activation fold at 20 µM; 96,000 tested, 1.2% active; in the data active = activation fold above about 2
Starred values were filed as active, the others as inactive; . = not tested or not shown; [ ] = remark or other dose.

Screens in order – Mac1 fbg inh	MT1-MMP txn act	ERb coact inh	Mac1 fbg enh	Ecoli WT expand	ERa coact pot	ERa coact inh	FAK inh	PLAP activator
CC(C)NC(=O)c1sc2nc(-c3cccs3)cc(-c3cccs3)c2c1N
  -11.4	0.9	-12.2	0.7	-12.0	100.3[fluorescence artefact?]	-5.7	-1.5	1.7
CCCC(=O)Nc1nc(C)c(-c2csc(Nc3cc(OC)ccc3OC)n2)s1
  -5.1	.	.	9.4	-8.0	.	.	6.6	1.3
COC(=O)Nc1ccccc1C(=O)N1CCCCC1
  12.0	1	-8.7[fluorescence artefact?]	-2.9	-4.0	123.2[fluorescence artefact?]	-9.0	-2.6	1.4
O=C(c1ccc(Br)o1)N1CCN(c2ccccn2)CC1
  60.4	1.1	-26.3	-9.6	3.0	118.0	-35.2	0.9	1
CCOC(=O)Cc1nnn(CC(=O)OCC)n1
  7.4	1.2	.	-2.4	-6.0	.	.	-2.1	0.9
Cc1ccc(-c2cc(C(F)F)n3ncc(C(=O)NCc4ccco4)c3n2)cc1
  .	1	34.0	.	-7.0	96.2[fluorescence artefact?]	19.9[fluorescence artefact?]	8.7	0.8
O=C(CCCCCN1C(=O)c2ccccc2C1=O)Nc1nccs1
  -8.8	1.1	11.3	-1.8	-10.0	78.5[fluorescence artefact?]	9.2	-1.5	0.8
CCOc1ccc(C2NC(=O)C(C#N)=C(S)N2c2ccc(C)cc2)cc1OC (stereo unspecified)
  3.3	1.1	-0.5	-0.8	5.0	93.5	-6.4	0.4	1.1
O=C(NC1c2ccccc2-c2ccccc21)N1CCCCC1
  0.9	1.2	-12.3	4.5	-8.0	140.3	-1.3	-0.9	1
C=CCn1c(=O)c2c3c(sc2n2c(Nc4ccc(OC)cc4)nnc12)CCCC3
  -12.5	1.2	-1.8	1.7	-9.0	89.4[fluorescence artefact?]	1.3	4.7	1.1
CCOC(=O)c1ccc2nc(NC(=O)C(C)C)sc2c1
  .	1.3	-1.3	.	2.0	94.1	-1.9	.	.
Cc1ccc(Cl)cc1N1CCN(S(=O)(=O)c2cccc(S(=O)(=O)N3CCCC3)c2)CC1
  -6.2	1	7.4	-4.3	-11.0	102.4	7.0	.	1
CCOc1cc(S(=O)(=O)N2CCN(Cc3ccccc3)CC2)ccc1Br
  37.9	1.1	14.9[fluorescence artefact?]	4.0	1.0	105.3	23.2	-2.2	1.2
CCCCOc1ccc(/C(O)=C2/C(=O)C(=O)N(CCCOC)C2c2ccncc2)cc1C (stereo unspecified)
  -8.6	1.1	5.7	-2.7	6.0	117.5[fluorescence artefact?]	-0.2	-3.8	1.2
CC1CCN(C(=O)COC(=O)c2cc(Cl)cc(Cl)c2N)CC1
  4.3	1.1	-5.7	0.0	0.0	83.1	2.2	1.0	0.9
Cc1cc(C)nc(N2CCC(C(=O)Nc3cccc(C(F)(F)F)c3)CC2)n1
  11.2	1.1	-7.4[fluorescence artefact?]	-1.8	-8.0	106.8	-7.1	-4.5	1.2
Cc1cccc(OCC(O)Cn2c(=N)n(CCN3CCOCC3)c3ccccc32)c1 (stereo unspecified)
  -11.6	1.1	.	-0.5	8.0	.	.	-0.4	1.7
CCN(CC)c1ccc(N=Cc2ccc(N(CC)CC)cc2O)cc1
  -9.8	1.4	-15.7	-4.3	-14.0	96.9[fluorescence artefact?]	-2.9	5.1	1.3
CSCC[C@H](NC(=O)OC(C)(C)C)c1nnc(SCC(N)=O)o1
  -16.3	1	-5.0	-0.7	-5.0	116.2	-4.0	-3.9	1.5
CCCc1cc2c(=O)c(-c3ccccn3)c(C)oc2cc1O
  -5.4	1.2	17.1	-1.2	.	86.6	11.7	.	0.9
NS(=O)(=O)c1ccc(CCNC(=O)CNC(=O)C2CCCCC2)cc1
  24.1	0.9	-3.5[fluorescence artefact?]	-0.8	1.0	109.0	1.5	0.4	1.1
COc1ccc(CC(=O)NCc2nnc(SCC(=O)Nc3nccs3)n2-c2ccccc2)cc1
  10.1	1.1	-3.5	-0.5	-13.0	119.7[fluorescence artefact?]	3.0	-10.2	1.3
CN1CCN(c2nc(-c3cccnc3)nc3ccccc23)CC1
  10.3	1	-4.6	2.0	11.0	107.8[fluorescence artefact?]	-10.8	8.2	1.1
COc1ccc(C)cc1NC(=O)Nc1ccc(Br)cn1
  -34.9	1.2	33.9[fluorescence artefact?]	49.0	-9.0	242.5*	10.0	5.4	0.5
O=C1c2oc3ccccc3c(=O)c2C(c2ccc(Br)cc2)N1c1ncccn1 (stereo unspecified)
  .	1.1	27.3[fluorescence artefact?]	.	.	316.0*	39.1[fluorescence artefact?]	.	.
CCOC(=O)c1cc2n(n1)C(C(F)(F)C(F)(F)F)CC(C)N2 (stereo unspecified)
  .	1.1	33.9	.	6.0	60.9	23.7	-1.7	1
COc1ccc(OC)c(C2C(C#N)=C(N)Oc3c2c(C)nn3-c2ccc(C)cc2)c1 (stereo unspecified)
  9.4	.	.	-2.0	-7.0	.	.	0.7	0.9
O=C(Nc1ccccc1)N1CCCc2ccccc21
  .	1.2	-20.5[fluorescence artefact?]	.	.	105.8	-26.1	-1.9	.
c1ccc(CNc2ncnc3c2cnn3-c2ccccc2)cc1
  -0.6	1.2	-2.9[fluorescence artefact?]	0.3	1.0	109.8	-11.6	0.5	0.8
COc1ccc(-c2ccc(S(=O)(=O)N3CCOCC3)cc2)cc1
  -35.5	1.1	-10.8	13.2	-7.0	112.1	-32.2	0.0	0.7
COCCN1C(=O)c2ccccc2C(C(=O)NCCCN2CCCC2)C1c1c[nH]c2ccccc12 (stereo unspecified)
  .	1.2	-3.5	.	1.0	144.0	-2.6	.	.
O=C(CSc1nnc(-c2ccc(O)cc2)o1)N1CCOCC1
  -10.7	1.3	-2.5	-6.9	4.0	105.8[fluorescence artefact?]	12.1	.	1
CCOc1ccc2[nH]c(=O)c(CN(CC3COCCO3)C(=O)C3CC3)cc2c1 (stereo unspecified)
  .	1	-2.2[fluorescence artefact?]	.	-9.0	100.2	0.5	-0.6	.
COc1ccc(OC)c(C2=NOC(C(=O)NCCN3CCOCC3)C2)c1 (stereo unspecified)
  -1.0	1.1	-11.5	0.5	0.0	113.9	-2.3	2.5	1.3
N#Cc1cc2cc3c(cc2nc1N1CCOCC1)OCO3
  -3.9	1.2	.	3.2	-8.0	.	.	0.7	0.7
CC1CN(c2nc(-c3ccccc3)nc3ccccc23)CC(C)O1 (stereo unspecified)
  -11.0	1	-4.5[fluorescence artefact?]	-2.0	-4.0	66.7	11.5	8.6	0.9
Cc1nn(C)c(C)c1NC(=O)c1ccc(Cl)cc1
  1.8	.	0.9	0.8	-3.0	110.7	-6.5	0.1	1
Cc1cc(=O)oc(C)c1C(=O)N1CCN(C(c2ccccc2)c2ccccc2)CC1
  7.1	1.2	-5.2[fluorescence artefact?]	-3.8	-3.0	109.2	1.0	-0.5	1.3
Nc1nc(-c2ccc(Cl)cc2)cn1N
  -4.5	1.3	5.0	-1.7	0.0	91.5	0.1	-0.6	1.2
O=C(Cc1cccc2ccccc12)NNC(=O)c1cccs1
  -13.5	.	.	-3.4	27.0	.	.	-3.7	1.5
CCOC(=O)N1CCN(C(=O)CCc2ccc(S(=O)(=O)NCCc3ccccc3)cc2)CC1
  18.2	1	-7.9	-5.2	-11.0	112.6[fluorescence artefact?]	-11.3	-0.9	1.7
COc1ccc(N2CCN(S(=O)(=O)c3ccc(Cl)c(C(F)(F)F)c3)CC2)cc1
  -10.6	1	-4.2[fluorescence artefact?]	-1.8	-15.0	88.6	-23.7	0.1	0.9
COCCN(C(=O)Cc1cccs1)c1nnc(-c2cccnc2)s1
  -4.7	1	-1.6	0.7	3.0	100.3	-2.4	-1.9	0.9
C=CCn1c(SCC(N)=O)nc(C)cc1=O
  5.2	1	-3.9	0.1	2.0	112.1[fluorescence artefact?]	-6.8	-1.4	1
O=S(NCc1ccccc1)C12CC3CC(CC(C3)C1)C2 (stereo unspecified)
  0.1	1	-7.0[fluorescence artefact?]	-3.8	-2.0	107.3[fluorescence artefact?]	-21.3[fluorescence artefact?]	-0.3	1.2
COc1ccc(C2NC(=O)C(C)S2)cc1 (stereo unspecified)
  2.4	1.2	-26.9	-1.8	8.0	115.0[fluorescence artefact?]	-3.3	-1.7	0.9
NC(=O)c1ccsc1NC(=O)CN1C(=O)C2CC=CCC2C1=O (stereo unspecified)
  -12.1	1.2	3.1	-2.0	-4.0	77.3	-20.2[fluorescence artefact?]	5.4	0.9
O=c1[nH]c2c(s1)C=Nc1ccccc1N2
  -2.4	1	3.0	1.3	0.0	88.1[fluorescence artefact?]	-0.6	.	0.9
Cc1cc(/C=N/n2cnnc2)c(C)n1-c1ccccc1
  0.5	1.1	4.1	2.1	7.0	111.4	-1.5	0.9	0.9
Cc1ccsc1/C=N/NC(=O)c1sccc1C
  -3.6	.	.	3.9	-6.0	.	.	5.6	0.9
O=C(Nc1ccc(S(=O)(=O)NCc2ccccc2)cc1)c1ccc(Br)o1
  .	0.9	1.3	.	.	88.9	3.8	1.3	.
O=C(Nc1nccs1)c1cccc(NC(=O)c2ccco2)c1
  .	1.2	11.0	.	.	93.4	15.3	3.6	.
CCCC1NC(=O)NC(C)=C1C(=O)OCC (stereo unspecified)
  1.2	1	21.1	-3.5	-1.0	102.3	-5.2	-1.6	0.9
O=C(NCCc1ccccc1)C1CCN(S(=O)(=O)c2ccc(-n3cnnn3)cc2)CC1
  1.7	1.1	-4.8	-1.4	2.0	96.2	8.1	-0.7	0.9

Profiles from above:
`Cc1cc(/C=N/n2cnnc2)c(C)n1-c1ccccc1` is listed with Mac1 fbg inh = 0.5; MT1-MMP txn act = 1.1; ERb coact inh = 4.1; Mac1 fbg enh = 2.1; Ecoli WT expand = 7.0; ERa coact pot = 111.4; ERa coact inh = -1.5; FAK inh = 0.9; PLAP activator = 0.9
`O=C(Nc1ccc(S(=O)(=O)NCc2ccccc2)cc1)c1ccc(Br)o1` is listed with Mac1 fbg inh = .; MT1-MMP txn act = 0.9; ERb coact inh = 1.3; Mac1 fbg enh = .; Ecoli WT expand = .; ERa coact pot = 88.9; ERa coact inh = 3.8; FAK inh = 1.3; PLAP activator = .

Screening data deposited in PubChem BioAssay by several laboratories.
